Hsp90 Hop PPI: changes Hsp90-Hop TPR2A binding signal, up or down; AlphaScreen TPR2A-His6 binding biotin-Hsp90 C-terminal peptide; Potency, µM (highest dose often 57 µM), for the others: top-dose activity change, negative = inhibition; 0.44% of 71,000 active; AID 595; active = well fitted curve in either direction with a large enough effect; inconclusive = small, poorly fitted or top-dose-only effect, or another doubt; note: potency is the fitted concentration of half-maximal effect; % is set by controls: 0 for no effect and ±100 for the full control effect; many of its hits are not listed in these tables
HBB splicing: hemoglobin beta splicing modulation. HBB splicing reporter cell assay, activation; EGFP reporter with mutant IVS2-654 intron; response scale: normalised to 500 nM splice-correcting PNA. Potency, µM (top dose mostly 46.1 µM), without a hit: at the top dose activation, hits mostly activators. 0.06% of 65,000 active. AID 925; note: potency is the fitted concentration of half-maximal effect; 0% is about no effect
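Compounds were applied for 2 days to HeLa EGFP-654 cells, 500/well in Optimem with 2% FCS. The reporter's EGFP is disrupted by mis-splicing of beta-globin intron IVS2-654. Readout: summed well GFP fluorescence from 488 nm laser scanning; reference was 500 nM antisense […] 654 PNA.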
UbGFP stabilizer: proteasome inhibitors stabilizing ubiquitin-GFP reporter. Ubiquitin-GFP reporter cells, proteasome inhibition, GFP fluorescence; response scale: untreated = 0%, 10 µM MG-132 = 100%. Potency, µM (titrated, usually from 45.9 µM), inactives show at the highest dose activation (GFP accumulation), hits mostly activators. 67,000 tested, under 10 active; active = well fitted activation curve with a large enough effect, not every such curve was filed as active; inconclusive = small, poorly fitted or top-dose-only effect, or another doubt; inactive = no such curve, though single readings can be large or run the other way; note: potency is the fitted concentration of half-maximal effect
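Reporter cells (U2OS, ubiquitin-G76V-GFP fusion) are plated overnight, then treated 4 hr at 37 °C with compound titrations from 46 uM down to 2.9 nM. Activity is scaled against untreated cells and 10 uM MG-132.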
BRCT PPI red: BRCT-phosphoprotein interaction inhibition (red fluorophore). BRCT-phosphopeptide binding, red fluorescence polarization. Potency, µM (doses to about 76.9 µM), for inactives: at the top dose activity change, negative = inhibition, usual class: inhibitors. 0.03% of 75,000 active; note: % is set by controls: 0 for no effect and ±100 for the full control effect
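Fluorescence polarization: 100 nM His-tagged BRCA1 BRCT with 100 nM TAMRA-labelled phospho-BACH1 decapeptide, phosphate buffer pH 7.3 with 150 mM NaCl, DTT, 0.01% Tween 20; 12 min RT. Binding inhibition seen as FP decrease.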
GFP derepression: derepresses silenced GFP locus in mouse C127i cells. mouse C127i GFP locus derepression, cytometry, 30 h. Potency, µM (top dose mostly 46.1 µM), inactives show at the top dose GFP derepression (activation). 0.09% of 68,000 active. AID 597; note: % of control where 0% means no effect
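Derepression screen: silenced CMV-GFP reporter in murine C127i cells, 30 h compound incubation at 37 C, washed cells imaged by laser-scanning cytometer to enumerate GFP-expressing objects of 20 to 120 um.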
CRE Fsk mod: modulators of forskolin-stimulated CRE signaling in CHO cells; CHO CRE-bla reporter (cAMP response element driving beta-lactamase), forskolin EC10, beta-lactamase ratio; Potency, µM (series often up to 38.2 µM), for the others: at the top dose activity change, negative = inhibition, actives largely listed as activators; 2.5% of 71,000 active; AID 662; active = well fitted activation curve with a large enough effect in the signal ratio, with a control signal flat, not every such curve was filed as active; inconclusive = small, poorly fitted or top-dose-only effect, or effect the other way, or a change in a side signal; the % refers to the signal ratio; note: potency is the fitted concentration of half-maximal effect; % of control where 0% means no effect
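Using CellSensor CRE-bla CHO cells in Opti-MEM with 0.5% dialyzed FBS, compounds were titrated with EC10 NKH 477 for 3 h at 37 °C. CCF4 ratio (460/530 nm) gave %Activity; AC50 derived.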
BRCT PPI green: blocks human BRCA1 BRCT binding to phosphopeptide, green readout; 0.05% of 75,000 active; Potency, µM (series often up to 76.9 µM), inactives show at the top dose activity change, negative = inhibition, hits mostly inhibitors; P38398; BRCA1 BRCT-phosphopeptide binding, green fluorescence polarization;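 note: potency is the fitted concentration of half-maximal effect; plate controls were peptide without protein for full effect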
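Fluorescence polarization: His-tagged BRCT (~35 kDa BRCA1 C-terminus, 250 nM) bound to 100 nM fluorescein-labeled phosphorylated 10-aa BACH1 peptide, pH 7.3 phosphate buffer with DTT and Tween 20. Compounds incubated 12 min at room temperature; inhibition read as lowered polarization.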
ALOX15 inhib: 15-hLO (ALOX15) enzyme inhibition. P16050. purified 15hLO-1, xylenol orange hydroperoxide absorbance. Potency, µM (titrated, usually from 57.1 µM), for inactives: top-dose activity change, negative = inhibition, actives largely listed as inhibitors. 1.4% of 74,000 active. AID 887; note: potency is the fitted concentration of half-maximal effect; % is set by controls: 0 for no effect and ±100 for the full control effect; nearly all actives have a fitted effect of over 55% in size
Target sequence (P16050 whole entry, looked up): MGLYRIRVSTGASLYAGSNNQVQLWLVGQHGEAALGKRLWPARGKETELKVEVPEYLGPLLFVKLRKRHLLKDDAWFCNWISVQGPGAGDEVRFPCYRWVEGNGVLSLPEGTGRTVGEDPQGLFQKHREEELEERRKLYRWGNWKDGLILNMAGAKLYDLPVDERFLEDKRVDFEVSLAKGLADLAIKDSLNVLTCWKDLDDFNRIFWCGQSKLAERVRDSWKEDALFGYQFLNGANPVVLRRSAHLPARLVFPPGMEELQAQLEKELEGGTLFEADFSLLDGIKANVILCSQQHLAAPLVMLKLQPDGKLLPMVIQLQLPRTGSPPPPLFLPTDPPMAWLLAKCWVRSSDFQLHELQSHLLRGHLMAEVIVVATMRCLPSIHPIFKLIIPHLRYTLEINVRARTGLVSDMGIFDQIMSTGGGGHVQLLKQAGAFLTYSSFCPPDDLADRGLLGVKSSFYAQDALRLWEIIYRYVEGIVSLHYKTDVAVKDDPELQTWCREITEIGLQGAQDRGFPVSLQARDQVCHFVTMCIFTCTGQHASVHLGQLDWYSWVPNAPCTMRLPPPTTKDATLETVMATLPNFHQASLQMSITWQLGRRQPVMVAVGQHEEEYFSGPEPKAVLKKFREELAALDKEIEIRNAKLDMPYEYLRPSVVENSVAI
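40 nM 15hLO-1 + cpd, 15 min RT; start w/ 50 uM AA (final), 6 min RT; stop/detect w/ 200 uM XO + 300 uM Fe(II) in 50 mM H2SO4, 30 min; A573/A405. Buffer 25 mM Hepes pH 7.5, 0.01% Triton X-100. No-enzyme wells as negative control.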
4MU fluor: 4-MU region autofluorescence; compound autofluorescence, 340/450 nm, 4-MU equivalents; stronger effect = higher value; max dye-equivalent concentration, M; 11% of 59,000 active; AID 589; in the data active = max dye-equivalent concentration above about 10 nM; inconclusive = mostly about 1.1 nM to 9.6 nM
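Compounds in 100 mM Tris, pH 8.0, incubated 15 min at room temperature, then fluorescence read at 340 nm excitation/450 nm emission. Signal converted to 4-MU dye-equivalent concentration using an on-plate six-point 4-MU standard curve.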
A350 fluor: compound fluoresces in the Alexa 350 spectral region. 11% of 59,000 active. AID 590. max dye-equivalent concentration, M. Compound autofluorescence, 340/450 nm, Alexa 350 dye-equivalents; stronger effect = higher value; in the data active = max dye-equivalent concentration above about 10 nM; inconclusive = mostly about 1.1 nM to 9.6 nM
DNA Pol III inh: inhibitors of bacterial DNA polymerase III holoenzyme; reconstituted DNA polymerase III holoenzyme replication, biochemical; Potency, µM (highest dose often 57.1 µM), without a hit: top-dose activity change, negative = inhibition; 0.25% of 71,000 active; note: potency is the fitted concentration of half-maximal effect; % is set by controls: 0 for no effect and ±100 for the full control effect
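Reconstituted *E. coli* holoenzyme (0.35 nM Pol III, 1 nM beta, 154 nM SSB, 2 nM primase) was preincubated with compound for 15 min at RT. Synthesis on 1.4 nM ssM13Gori ran 35 min, then was stopped with PicoGreen/EDTA and read as dsDNA fluorescence.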
* = called active by the depositor; i = inactive; ? = inconclusive; . = not tested or not shown; [ ] = remark or other dose. Unless noted, calls come from the whole dose curve; as a rule, active = well fitted curve in the direction sought with a large enough effect; inconclusive = small, poorly fitted or top-dose-only effect, or another doubt; inactive = no such curve, though single readings can be large; an effect the other way counts as inactive or inconclusive.

item	compound	Hsp90 Hop PPI	HBB splicing	UbGFP stabilizer	BRCT PPI red	GFP derepression	CRE Fsk mod	BRCT PPI green	ALOX15 inhib	4MU fluor	A350 fluor	DNA Pol III inh
1	COc1ccccc1CNc1nc(-c2ccc(C(=O)N(C)C)cc2)nc2ccccc12	-8%	0.1%	0%	-0.8%	-3%[9.22 µM]	?	0.3%	-5%	i	i	3%
2	O=C(Oc1ccccc1)N1CCC2(CC1)CN(c1ccccc1)C2	-18%	0.2%	-3%	0.8%	-2%[9.22 µM]	-2%	-0.3%	-2%	i	i	0%
3	Cn1cccc1C(=O)N1CCC2(CCN(C(=O)Nc3ccccc3)CC2)CC1	1%	2.1%	-7%	-0.6%	-2%[9.22 µM]	-11%	-2.9%	5%	i	i	-2%
4	Cc1ccc(S(=O)(=O)N2CCCC2C(=O)Nc2cc(C)on2)cc1 (configuration not stated)	-1%	0.3%[0.369 µM]	.	0.0%	4%	-16%	-0.9%	-3%	?	?	4%
5	Cc1cc(C)nc(SCC(=O)N2CCOCC2)n1	0%	0.0%[9.22 µM]	-5%	1.5%	1%	1%	-2.6%	4%	.	.	-5%
6	COc1ccccc1-c1noc(-c2ccncc2)n1	-3%	-0.6%	1%	-1.1%	0%	16%	0.3%	-10%	i	i	0%
7	COc1cc2c(cc1OC)C(C(=O)NC1CC1)C1c3ccccc3CCN1C2=O (configuration not stated)	-3%	-0.8%	7%	-0.8%	14%	26%	1.2%	4%	.	.	-7%
8	Cc1cc(C)n(S(=O)(=O)c2ccc3ccccc3c2)n1	7%	-0.5%[9.22 µM]	-7%	1.2%	0%	-4%	3.2%	-8%	.	.	-9%
9	Nc1c(N2CCCCC2)c(=O)[nH]c(=O)n1-c1ccccc1	1%	-0.2%[1.84 µM]	5%	2.0%	-2%	12%	0.1%	13%	i	?	3%
10	Cn1c(=O)cc(SCC(=O)NCc2cccnc2)c2ccccc21	0%	1.4%	-5%	0.3%	1%	?	0.0%	5%	i	?	-4%
11	Cc1ccc(NS(=O)(=O)c2ccc3c(c2)oc(=O)n3C)cc1F	0%	-0.5%	1%	0.4%	.	-17%	-0.9%	2%	.	.	-11%
12	CN1CCN(C(=O)CN2C(=O)CC(C)(C)S(=O)(=O)c3ccccc32)CC1	0%	-0.6%	-1%	-0.8%	6%	-1%	-1.0%	5%	i	i	-2%
13	CCc1ccc(-n2c(O)cnc2Nc2nc(C)cc(C)n2)cc1	0%[2.3 µM]	-0.6%	-5%	-0.2%	.	15%	0.1%	3%	.	.	-4%
14	Cc1cc(C(=O)O)ccc1[N+](=O)[O-]	6%	0.4%	.	-0.3%	.	-16%	-4.9%	-13%	.	.	-1%
15	Cn1nc(-c2ccc(Cl)cc2)c2cc(C(=O)N3CCOCC3)sc21	-4%[2.3 µM]	-0.4%	29%	1.7%	.	6.3µM*	1.3%	-15%	.	.	-4%
16	Clc1ccccc1-c1nc(-n2ccnc2)c2ccccc2n1	-10%	1.3%	-12%	0.7%	5%[9.22 µM]	?	-1.2%	-22%	i	i	-4%
17	O=C(Cn1c(=O)oc2ccccc21)N1CCN(c2ccc(N3CCOCC3)nn2)CC1	-4%[2.3 µM]	-1.1%	-6%	0.0%	.	-1%	-1.3%	-1%	.	.	-3%
18	COc1ccc(-c2cc(C(F)(F)F)n3ncc(C(=O)NCc4ccco4)c3n2)cc1	-3%	0.8%	20%	-0.8%	2%	?	1.0%	-3%	.	.	-3%
19	COc1ccc(CC(=O)OC(C)CN2CCCC2)cc1 (configuration not stated)	-2%	-3.1%	0%	-1.7%	-1%	0%	-1.3%	3%	i	i	3%
20	Cc1noc(C)c1COC(=O)C1(c2cccc(F)c2)CCCC1	26%	-1.1%	0%	-4.5%	1%	1%	-0.9%	0%	i	i	-1%
21	C/C=C/c1ccc(O)c(OC)c1	-3%	0.4%	.	0.1%	.	1%	-1.5%	-11%	.	.	-6%
22	O=C(Cn1nnc2ccccc21)NCc1ccccc1	-6%	-0.2%	-6%	-0.6%	2%	-1%	-1.6%	-3%	5.9e-08M*	6.6e-08M*	-2%
23	CC(=O)Nc1sc2c(c1C#N)CC(C)(C)NC2(C)C	-4%	-1.2%	7%	0.4%	-2%	4%	0.6%	7%	i	i	-8%
24	O=C(CCc1n[nH]c(=O)[nH]c1=O)N1CCOCC1	8%	0.7%	-4%	-1.7%	.	10%	2.3%	?	.	.	3%
25	CCCCc1c(O)nc(SCC(=O)Nc2ccc3c(c2)CCC3)[nH]c1=O	2%	.	-1%	0.9%	3%	0%	0.1%	-7%	i	?	0%
26	CCCCN(C(=O)c1ccc(Cl)cc1)C1CC2CCC(C1)N2C (configuration not stated)	-2%[2.3 µM]	0.7%	0%	1.0%	.	-8%	-1.2%	0%	.	.	-1%
27	Cc1cccc(-c2noc(CN(C(=O)c3ccc(Br)o3)C(C)C)n2)c1	-14%	-0.2%	12%	-0.8%	5%	7%	-3.3%	-17%	i	i	-5%
28	CN(CCc1ccccn1)c1ccc2c(c1)C(=O)c1ccccc1-2	?	-0.6%[9.22 µM]	8%[9.17 µM]	-1.8%[15.4 µM]	2%[9.22 µM]	5%[7.6 µM]	-1.5%[15.4 µM]	2%[11.4 µM]	i	i	-10%[11.4 µM]
29	CCCCNC(=O)Cn1c(-c2ccc(OC)cc2)noc1=O	1%	-0.1%[57.5 µM]	1%	1.3%	7%	-3%	0.1%	20%	i	i	-1%
30	COC(=O)c1sccc1NC(=O)c1cc2c(s1)CCCC2	?	0.3%	-3%	-1.0%	0%	7%	-0.3%	-9%	i	i	-3%
31	N#C/C(=C\c1ccco1)Sc1nc2ccccc2s1	0%	-1.7%	3%	1.4%	-4%	-10%	0.2%	-15%	i	i	0%
32	Cc1cc(Nc2ccc(F)cc2F)n2nc(C)nc2n1	0%	0.0%	18%	3.3%	0%	?	-2.6%	13%	.	.	-10%
33	COc1ccc(N=c2oc3c(OC)cccc3cc2C(=O)NCc2ccco2)c(OC)c1	-7%	.	0%	0.6%	11%	9%	-0.2%	-9%	1.6e-08M*	1.7e-08M*	-2%
34	CC(C)(C)n1nnnc1C(c1cccs1)N1CCCC2(CCCCC2)C1 (configuration not stated)	10%	.	1%	-0.5%	7%	20%	-1.0%	1%	i	i	-1%
35	CCN(C1CCCCC1)S(=O)(=O)c1ccc(S(=O)(=O)N2CCN(CCC#N)CC2)cc1	5%	0.1%	-9%	0.4%	0%	2%	-0.5%	6%	.	.	0%
36	O=C1Nc2ccccc2C(O)(C(=O)NCc2ccco2)N1c1ccc(Cl)c(Cl)c1 (configuration not stated)	-2%	-1.0%	-6%	-0.9%	-3%	?	-1.5%	-10%	i	i	-2%
37	Cc1cc(N2CCN(c3cccc(C(F)(F)F)c3)CC2)n2nc(C)nc2n1	-4%	-3.7%	2%	-0.3%	2%	?	-2.2%	-13%	i	i	-11%
38	O=C(O)CCc1nc(-c2ccccc2-n2cccc2)no1	-4%[11 µM]	0.9%[9.22 µM]	8%[9.17 µM]	-3.4%[15.4 µM]	8%[9.22 µM]	-2%[7.6 µM]	1.0%[15.4 µM]	7%[11.4 µM]	i	i	-10%[11.4 µM]
39	COc1ccc(Oc2ncc3nc(-c4cc(F)cc(F)c4)c(=O)n(C[C@H]4CCCO4)c3n2)cc1	-4%	1.0%	-11%	0.3%	0%[9.22 µM]	3%	-2.6%	-11%	i	i	-1%
40	Cc1ccc(C)c(NC(=O)CSc2nnc(-c3ccccc3C)o2)c1	-2%	.	0%	-0.8%	-1%	10%	-1.3%	0%	i	i	1%
41	Cc1nnc(S(=O)(=O)c2ccc(N=Nc3c(N)nc(N)nc3N)cc2)s1	-4%[11 µM]	0.7%[9.22 µM]	-6%[9.17 µM]	-1.9%[15.4 µM]	-3%[9.22 µM]	8%[7.6 µM]	-2.5%[15.4 µM]	-1%[11.4 µM]	i	i	-12%[11.4 µM]
42	CCOc1ccc(NC(=O)CSc2nccn2C)cc1	0%	0.1%[57.5 µM]	-2%	-4.2%	2%	-1%	-1.5%	9%	i	i	-4%
43	CCOC(=O)c1cccc(NC(=O)CN(c2ccc(OC)cc2)S(=O)(=O)c2c(C)noc2C)c1	1%	2.9%	-13%	-0.2%	1%	14%	1.2%	-9%	i	i	-8%
44	Cc1cc(C)c(NC(=O)c2ccc(S(=O)(=O)N3CCOCC3)cc2)c(C)c1	1%	-0.3%	8%	1.6%	.	-6%	1.1%	0%	.	.	-6%

Assay outcomes (PubChem BioAssay)
